High-throughput results deposited in PubChem by several laboratories.
Cardio protect: protects H9c2 cardiomyocytes from peroxide injury; H2O2 injury protection, ATPLite, 2 h; protection from H2O2 cell death, % at 20 µM; hit rate 0.63% among 360,000;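 active means compounds giving at least 50% protection of heart cells from peroxide-induced death in the single-dose screen, raw or plate-pattern-corrected value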;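 further: 0% = DMSO wells with peroxide and 100% = DMSO wells without peroxide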
Vif imaging: HIV Vif inhibition; AID 602346; inhibition, % at 7.49 µM; HEK293T cells, Vif self-association by quenched fluorescence, imaging, 24 h; hit rate 0.35% among 340,000; in the data active means inhibition above about 50%, passing the limit was not always enough; further: some results filed as inactive read as strong as hits
Granule exo inh: lytic granule exocytosis inhibition | TALL-104 LAMP-1 surface exposure, flow cytometry; cells stimulated with thapsigargin and PMA | inhibition, % at 10 µM | hit rate 0.66% among 360,000 | AID 651702;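 active means inhibition above about 55%, limit read from the data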
Glyco luc inh: blocks N-linked glycosylation in D54 reporter cells; D54 ERlucT glycosylation luciferase reporter, 24 h; percent of 100 nM tunicamycin response; reporter increase, % at 12.5 µM; hit rate 0.23% among 360,000;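 active means mean luciferase reporter signal, scaled so untreated is 0 and the glycosylation-blocking control 100, at or above a set limit in every replicate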;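 further: luciferase carries N-glycosylation sites so blocking glycosylation raises the light; 0% = median of neutral control wells and 100% = median of 100 nM tunicamycin wells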
hiPSC survival: hiPSC single-cell survival enhancement; ATPlite luminescence; 100% = ROCK inhibitor wells, 0% = DMSO; survival enhancement, % at 20 µM; hit rate 0.044% among 360,000; in the data active means survival enhancement above about 18%;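 further: cells exposed to compounds for 16 hours before the ATP read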
ABCB6 inh 2: inhibitors of human ABC transporter ABCB6; Q9NP58; K562-ABCB6 porphyrin accumulation, flow cytometry, 1 h; stronger effect = lower value; fluorescence ratio to DMSO, % at 10 µM; hit rate 0.19% among 360,000; AID 602162;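 active means fluorescence ratio to DMSO below 75%, the collection mean minus 3 SD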;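 further: signal is porphyrin accumulated inside mitochondria; 100% equals median channel fluorescence of DMSO control wells; lower ratio means ABCB6 inhibition with less porphyrin fluorescence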
Target sequence (Q9NP58 whole entry, looked up): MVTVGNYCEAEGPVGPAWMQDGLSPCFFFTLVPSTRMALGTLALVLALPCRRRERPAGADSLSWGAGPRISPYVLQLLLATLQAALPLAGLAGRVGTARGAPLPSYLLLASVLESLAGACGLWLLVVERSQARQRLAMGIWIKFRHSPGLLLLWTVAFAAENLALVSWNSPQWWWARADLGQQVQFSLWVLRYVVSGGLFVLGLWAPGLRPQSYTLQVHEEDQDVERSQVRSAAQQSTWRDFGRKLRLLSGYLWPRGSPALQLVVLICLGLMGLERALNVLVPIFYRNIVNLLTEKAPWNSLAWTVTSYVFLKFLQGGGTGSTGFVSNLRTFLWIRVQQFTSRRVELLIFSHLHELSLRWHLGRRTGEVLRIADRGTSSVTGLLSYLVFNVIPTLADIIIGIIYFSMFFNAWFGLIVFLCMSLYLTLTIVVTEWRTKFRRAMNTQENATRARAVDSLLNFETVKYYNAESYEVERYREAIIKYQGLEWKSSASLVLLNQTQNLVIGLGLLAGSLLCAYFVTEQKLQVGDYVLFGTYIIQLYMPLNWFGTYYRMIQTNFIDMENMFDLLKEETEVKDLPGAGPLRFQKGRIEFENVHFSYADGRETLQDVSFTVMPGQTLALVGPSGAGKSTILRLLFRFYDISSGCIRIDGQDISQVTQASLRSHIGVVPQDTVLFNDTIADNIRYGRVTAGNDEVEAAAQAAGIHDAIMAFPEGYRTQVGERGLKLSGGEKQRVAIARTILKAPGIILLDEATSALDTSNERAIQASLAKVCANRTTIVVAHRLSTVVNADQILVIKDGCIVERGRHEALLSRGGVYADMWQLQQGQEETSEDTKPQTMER
aDG glyco up: increases alpha dystroglycan glycosylation; Pro5-aDG cells, alpha-DG glycosylation AlphaScreen (IIH6); 0% Pro5, 100% B10-LARGE cell signal; activation, % at 10 µM; AID 624168; hit rate 0.22% among 360,000;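 active means activation of at least 8% versus controls, or a plate z-score of at least 8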;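 further: Pro5 are CHO cells carrying HIG-tagged alpha-DG that lacks glycosylation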
PDI turbidity: inhibitors of human protein disulfide isomerase. P07237. PDI insulin aggregation turbidity, A650, 90 min. inhibition, % at 10 µM. hit rate 0.052% among 350,000;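 active means mean inhibition across replicates of 30% or more, whatever share of single replicates reach that level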;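 further: absorbance from insulin aggregation driven by PDI reduction with DTT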
HTR2A ag: mouse HTR2A agonism via beta-arrestin recruitment; activation, % at 7.6 µM; hit rate 0.66% among 360,000; AID 624169; CHO-K1 mHTR2A beta-arrestin complementation, luminescence; percent of 30 µM serotonin response; P35363;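 active means activation above a run cutoff, the mean activation of all tested compounds plus 3 SD, cut at about 14% in these data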;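 further: 0% = plate median of compound wells and 100% = 30 µM serotonin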
CaV13 ICDI inh: Disruptors of the CACNA1D IQ motif to Ca2+-dependent inactivation inhibitor domain association, primary screening, Förster resonance energy transfer in intact living … | HEK cells, CFP/YFP FRET ICDI-IQ, plate reader, 10 min; percent FRET-ratio fall versus neutral wells | inhibition, % at 12.3 µM | hit rate 0.098% among 340,000 | AID 743397;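 active means mean replicate inhibition of at least 30% and at least 1% of replicates passing that level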;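 further: 0% = median of the neutral control wells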
* hit, by the source's call; nt = not tested or not shown.

SMILES	Cardio protect	Vif imaging	Granule exo inh	Glyco luc inh	hiPSC survival	ABCB6 inh 2	aDG glyco up	PDI turbidity	HTR2A ag	CaV13 ICDI inh
CCOC1(c2ccccc2)OC(=O)c2ccccc21 (centres undefined)	-11	-2	4	3	0.2	102	0.0	-4	-1	-4
Cc1ccc(C2=CSC3=NCCN23)cc1	2	0	0	2	-0.3	93	0.0	-7	-4	-19
Cc1c(Cl)cccc1NC(=S)NCCc1ccc(Cl)cc1	-9	-14	26	-4	-0.4	96	0.3	-1	10	-12
O=C(NCc1ccco1)c1ccc2sc([C@@H]3O[C@H](CO)[C@@H](O)[C@H]3O)nc2c1	0	13	-7	0	2.1	106	0.0	1	6	-6
CN(Cc1ccccc1)C(=O)CC(c1ccccc1)c1cc(Cl)ccc1O (centres undefined)	-3	-2	0	-6	-1.4	97	0.2	16	1	-3
O=C(COC(=O)c1ccc(O)cc1O)NC(=O)NCc1ccccc1	-10	-4	0	-4	-3.9	94	-0.1	23	-2	-2
Cc1ccc(C(=S)N2CCN(Cc3ccccc3)CC2)s1	4	-3	-1	-2	2.6	99	-0.2	5	-6	-35
COc1ccc(C/C(N)=N/OC(=O)c2cccc([N+](=O)[O-])c2)cc1	-6	9	1	2	0.4	107	-0.4	-10	-1	-3
COc1ccc(S(=O)(=O)NC(=O)C2(C)CCN2C(=O)c2ccccc2CCc2ccccc2)cc1 (centres undefined)	3	-11	-29	1	1.5	97	-0.3	-22	10	-12
O=C(O)c1cccc(Nc2ccc([N+](=O)[O-])c3nonc23)c1	0	3	-8	0	-0.4	95	0.0	-2	-9	-3
Oc1cccc(CN2CCCCC2)c1	7	-4	-1	2	-0.5	87	-0.2	5	7	nt
Cc1ccc(-c2ccccc2[C@@H]2C[C@H]3CN(C)C(=O)[C@]34CCCN24)o1	-2	-5	1	3	-0.7	98	-0.2	-10	5	-5
NS(=O)(=O)c1ccc(N=Nc2c(-c3ccccc3)[nH]n(-c3nc(-c4ccccc4)cs3)c2=O)cc1	10	6	7	-8	7.9	93	-0.8	4	0	-3
COCCNc1ncnc2c1ncn2[C@H]1CN(CCc2ccccc2)C[C@@H](CO)O1	2	-6	-30	-1	-0.9	96	-0.3	1	4	-4
COc1ccccc1-c1nnc(NC(=O)CCS(=O)(=O)c2ccc(F)cc2)o1	4	0	12	-9	2.8	95	0.7	6	-1	-20
COc1ccc(C2c3ccc4ccccc4c3Oc3ncn(CCN(C)C)c(=N)c32)cc1 (centres undefined)	-12	19	12	12	-0.8	93	0.0	21	-6	-15
CC(=O)c1c(C)nn(CC(=O)NC2CCCN(Cc3ccc(CC(C)C)cc3)C2)c1C (centres undefined)	-5	-3	0	-1	1.3	92	0.1	-4	-2	-5
COc1ccc(NC(=O)C2CCCCN2S(=O)(=O)c2ccc(F)cc2)cc1 (centres undefined)	-10	-2	2	-6	-1.8	98	0.0	nt	-7	8
CCc1cc(C(=O)Nc2ncccc2O)sc1C	-8	0	-2	-18	0.3	96	-0.3	3	1	-5
CC(C)c1ccc(C2C3=C(COC3=O)Nc3cc4c(cc32)OCO4)cc1 (centres undefined)	6	26	1	13	-0.8	96	0.0	2	-3	5
CCOc1cc(/C=N/NC(N)=O)cc(Br)c1OCc1ccccc1	3	3	-1	-5	2.1	100	-0.2	-7	1	-5
O=S(=O)(c1ccc(NC(=S)NC23CC4CC(CC(C4)C2)C3)cc1)N1CCCCC1	-21	0	-1	-9	1.6	98	2.3	-9	0	-7
Cc1cc(Br)c(NC(=O)CN2CCCC2)c(Br)c1	-5	15	-6	3	1.6	100	-0.1	-8	-3	-4
O=C(c1ccc(N2CCCC2=O)cc1)N1CCN(c2ccccc2F)CC1	2	19	-2	2	0.0	89	0.0	-2	-2	-7

3 entries out of the list above, ordered by the value under Glyco luc inh, highest first:
SMILES | Vif imaging | Granule exo inh | Glyco luc inh | ABCB6 inh 2 | aDG glyco up | PDI turbidity | HTR2A ag | CaV13 ICDI inh
CC(C)c1ccc(C2C3=C(COC3=O)Nc3cc4c(cc32)OCO4)cc1 (centres undefined) | 26 | 1 | 13 | 96 | 0.0 | 2 | -3 | 5
Cc1cc(Br)c(NC(=O)CN2CCCC2)c(Br)c1 | 15 | -6 | 3 | 100 | -0.1 | -8 | -3 | -4
O=C(c1ccc(N2CCCC2=O)cc1)N1CCN(c2ccccc2F)CC1 | 19 | -2 | 2 | 89 | 0.0 | -2 | -2 | -7

Additional structures follow.
SMILES	Cardio protect	Vif imaging	Granule exo inh	Glyco luc inh	hiPSC survival	ABCB6 inh 2	aDG glyco up	PDI turbidity	HTR2A ag	CaV13 ICDI inh
CC(C)(C)NC(=O)c1ccc(NC(=O)C2COc3ccccc3O2)cc1 (centres undefined)	5	10	-8	-2	-1.4	96	0.0	-3	4	-5
COc1ccc(OC)c(NC(=O)COC(=O)c2ccc(S(=O)(=O)N3CCCCC3)cc2)c1	6	31	4	0	-2.2	102	-0.2	24	1	-5
COc1ccc2cnn(CCOc3ccccc3)c(=O)c2c1OC	0	-12	-2	-10	-0.7	101	-0.2	5	0	-1
COc1ccc(NC(=S)NCc2cccs2)cc1OC	4	-2	8	0	-1.1	94	0.0	-5	-4	0
Cc1cc(F)ccc1S(=O)(=O)N1CCCOC1CNC(=O)C(=O)NC1CCCC1 (centres undefined)	2	-14	-2	-1	-0.3	100	0.6	-19	-4	-11
Cc1ccc(/C=C2\SC(=S)N(CCCC(=O)Nc3nccs3)C2=O)cc1	10	0	2	-5	-0.3	101	0.3	-25	2	-15
Cc1ccc(CS(=O)(=O)CC(C)(O)c2ccc(Cl)cc2)cc1 (centres undefined)	1	-5	-12	0	1.2	93	0.1	6	-7	-4
Cc1ccccc1NC(=O)CN1C(=O)S/C(=C\c2ccc(-c3cccc(C(=O)O)c3C)o2)C1=O	4	-3	-1	0	-0.2	97	-0.3	5	2	-1
CCc1cccc(NC(=O)C2CCCC2)c1	-3	nt	-1	0	-1.2	97	-0.1	-4	2	-4
CC(C)N(C)CCOC(=O)c1ccc2c(c1)OCCO2	1	11	0	0	-2.9	96	3.5	3	4	-3
Cc1ccc(C(=O)N(CC(=O)NC2CCCC2)c2ccc3c(c2)OCCO3)s1	5	4	-6	0	-1.0	102	1.0	0	1	-2
CC(C)(C)c1ccc(OCC(=O)NCCN2CCOCC2)cc1	3	18	-14	1	1.9	98	0.2	-4	-1	-19
O=C(O)CN1C(=O)CSC1=S	-3	-3	17	4	0.5	97	0.1	-54	-3	-16
CC1CCCCN1Cc1nc2c(c(=O)n(C)c(=O)n2C)n1Cc1c(F)cccc1Cl (centres undefined)	6	nt	2	0	-1.7	98	-0.3	nt	1	nt
CN(C)S(=O)(=O)c1ccc(N2CCCC2)c(C(=O)Nc2nc(-c3ccc(F)c(F)c3)cs2)c1	-3	-20	-5	2	-0.1	106	-0.1	-2	0	-6
O=C(NCc1cccnc1)c1ccc(COc2ccc(Cl)cc2Cl)o1	-11	-1	-1	2	4.8	99	0.9	-5	-3	-3
N#C/C(=N\Nc1cccc(F)c1)C(=O)C1CC1	-8	-11	6	0	0.2	102	0.0	5	-1	-5
COc1ccc(S(=O)(=O)NCC(c2ccc3c(c2)OCO3)N2CCOCC2)cc1C (centres undefined)	5	14	-3	0	-0.5	101	-0.2	3	-1	nt
Cc1ccc(OCC(O)Cn2c(N)nc3c2c(=O)n(C)c(=O)n3C)cc1 (centres undefined)	-2	0	4	0	1.1	102	0.1	-2	-5	3
O=C(Nc1cnccn1)c1ccncc1	3	nt	0	-1	-0.9	92	-0.1	-5	1	nt
Cc1ccccc1NC(=O)CSc1nnc(Cc2ccccc2)o1	1	-3	-1	0	-0.9	93	0.4	-2	-6	-4
O=C(CCl)Nc1cn(-c2ccccc2)nc1-c1ccc(F)cc1	-8	-4	5	52*	0.7	98	-0.2	13	-2	0
C/C(=N\NC(=O)c1cc(-c2cccnc2)nc2ccccc12)c1ccccc1O	60*	-1	2	-8	3.9	99	1.1	-1	-9	-5
CC(C)CCN1CCN(Cc2cccn2-c2cccnc2)CC1CCO (centres undefined)	4	1	1	0	0.4	101	0.2	-2	0	-2
Cc1ccc(/C=N/NC(=O)c2nnn(-c3nonc3N)c2CSc2ccccc2)o1	6	5	4	0	0.9	96	0.0	-2	1	-4
COc1cccc(C2CC(c3ccc(Cl)cc3Cl)Nc3nc(N)nn32)c1 (centres undefined)	-14	nt	3	0	2.1	99	0.0	5	-2	-7
O=C1CCC(C(=O)OCC(=O)Nc2cc(Cl)ccc2F)=NN1	1	8	16	4	2.4	96	0.1	15	-1	-7
Cn1c(=O)cc(SCC(=O)NCCCN2CCOCC2)c2ccc(Cl)cc21	-2	nt	0	nt	7.0	94	-0.1	-3	2	-6
O=S(=O)(c1ccc(NC(=S)NN=C(Cc2ccccc2)Cc2ccccc2)cc1)N1CCOCC1	10	1	-6	-1	4.2	117	-0.1	6	-3	-4
COc1ccc([N+](=O)[O-])cc1NC1CCCCC1	-10	1	0	-5	2.5	95	-0.1	-7	6	-6
c1cncc(CNc2ncnc3sc4c(c23)CCC4)c1	-10	-4	-6	-5	-0.1	102	0.5	-5	-2	-2

Reprinted from above, 13 compounds:
SMILES	Cardio protect	Vif imaging	Granule exo inh	Glyco luc inh	hiPSC survival	ABCB6 inh 2	aDG glyco up	PDI turbidity	HTR2A ag	CaV13 ICDI inh
O=C(NCc1cccnc1)c1ccc(COc2ccc(Cl)cc2Cl)o1	-11	-1	-1	2	4.8	99	0.9	-5	-3	-3
N#C/C(=N\Nc1cccc(F)c1)C(=O)C1CC1	-8	-11	6	0	0.2	102	0.0	5	-1	-5
COc1ccc(S(=O)(=O)NCC(c2ccc3c(c2)OCO3)N2CCOCC2)cc1C (centres undefined)	5	14	-3	0	-0.5	101	-0.2	3	-1	nt
Cc1ccc(OCC(O)Cn2c(N)nc3c2c(=O)n(C)c(=O)n3C)cc1 (centres undefined)	-2	0	4	0	1.1	102	0.1	-2	-5	3
O=C(Nc1cnccn1)c1ccncc1	3	nt	0	-1	-0.9	92	-0.1	-5	1	nt
Cc1ccccc1NC(=O)CSc1nnc(Cc2ccccc2)o1	1	-3	-1	0	-0.9	93	0.4	-2	-6	-4
O=C(CCl)Nc1cn(-c2ccccc2)nc1-c1ccc(F)cc1	-8	-4	5	52*	0.7	98	-0.2	13	-2	0
C/C(=N\NC(=O)c1cc(-c2cccnc2)nc2ccccc12)c1ccccc1O	60*	-1	2	-8	3.9	99	1.1	-1	-9	-5
CC(C)CCN1CCN(Cc2cccn2-c2cccnc2)CC1CCO (centres undefined)	4	1	1	0	0.4	101	0.2	-2	0	-2
Cc1ccc(/C=N/NC(=O)c2nnn(-c3nonc3N)c2CSc2ccccc2)o1	6	5	4	0	0.9	96	0.0	-2	1	-4
COc1cccc(C2CC(c3ccc(Cl)cc3Cl)Nc3nc(N)nn32)c1 (centres undefined)	-14	nt	3	0	2.1	99	0.0	5	-2	-7
O=C1CCC(C(=O)OCC(=O)Nc2cc(Cl)ccc2F)=NN1	1	8	16	4	2.4	96	0.1	15	-1	-7
Cn1c(=O)cc(SCC(=O)NCCCN2CCOCC2)c2ccc(Cl)cc21	-2	nt	0	nt	7.0	94	-0.1	-3	2	-6
